# GLS inhibitor: glutaminase GLS (human) inhibition; O94925; GLS enzymatic activity, qHTS titration; Potency, µM (highest dose often 45.5 µM), for inactives: at the highest dose activity change, negative = inhibition, usual class: inhibitors; actives 0.21% (n = 410,000); AID 624170; note: potency is the fitted concentration of half-maximal effect; % is set by controls: 0 for no effect and ±100 for the full control effect
# Target sequence (O94925 whole entry, looked up): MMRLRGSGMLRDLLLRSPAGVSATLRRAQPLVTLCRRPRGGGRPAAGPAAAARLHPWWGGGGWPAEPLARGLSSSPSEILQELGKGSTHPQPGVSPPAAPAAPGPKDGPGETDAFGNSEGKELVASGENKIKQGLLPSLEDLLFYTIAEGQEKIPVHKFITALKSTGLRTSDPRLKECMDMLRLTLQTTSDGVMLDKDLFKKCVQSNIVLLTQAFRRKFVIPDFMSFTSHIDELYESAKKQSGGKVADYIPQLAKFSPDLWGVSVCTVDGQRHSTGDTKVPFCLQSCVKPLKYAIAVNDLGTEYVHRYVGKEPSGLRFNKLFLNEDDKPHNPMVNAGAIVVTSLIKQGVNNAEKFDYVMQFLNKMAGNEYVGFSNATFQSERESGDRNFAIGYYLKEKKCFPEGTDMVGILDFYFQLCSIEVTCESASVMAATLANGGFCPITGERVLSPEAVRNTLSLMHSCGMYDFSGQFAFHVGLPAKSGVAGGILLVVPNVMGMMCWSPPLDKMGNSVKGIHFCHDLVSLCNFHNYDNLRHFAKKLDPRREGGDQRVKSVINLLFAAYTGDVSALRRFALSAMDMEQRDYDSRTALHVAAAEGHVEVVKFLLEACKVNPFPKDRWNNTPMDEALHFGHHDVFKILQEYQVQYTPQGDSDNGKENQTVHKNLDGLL
#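 Human kidney-isoform GLS in 45 mM KH2PO4 pH 8.2, 0.02% Tween-20, with compound, started with 1mM L-Glutamine (added stock). Glutamate oxidase/HRP/Amplex red coupled fluorescence read at start and after 30 min at RT.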
# G9a inh: inhibitors of human histone lysine methyltransferase G9a; Q96KQ7; G9a H3K9 monomethylation, AlphaScreen, 2 h; Potency, µM (top dose mostly 102 µM), for inactives: at the highest dose activity, negative = inhibition, usual class: inhibitors; actives 8.8% (n = 350,000); note: potency is the fitted concentration of half-maximal effect; % is set by controls: 0 for no effect and ±100 for the full control effect; nearly all actives have a fitted effect of over 75% in size
#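 AlphaScreen detection with an anti-monomethyl H3K9 antibody quantified product after a 2 h room-temperature reaction containing 500 nM biotinylated H3K9 peptide, 20 µM SAM and 20 nM enzyme, which had been preincubated 15 min with compound.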
# HP1b chromo inh: inhibitors of HP1-beta chromodomain binding to methylated histone tails; P83916; AID 540317; actives 0.56% (n = 390,000); AlphaScreen HP1-beta / biotin-H3K9me3 peptide binding; Potency, µM (series often up to 114 µM), for inactives: at the highest dose activity change, negative = inhibition, hits mostly inhibitors; note: potency is the fitted concentration of half-maximal effect; nearly all actives have a fitted effect of over 70% in size; inactives centre near 23
# Target sequence (P83916 whole entry, looked up): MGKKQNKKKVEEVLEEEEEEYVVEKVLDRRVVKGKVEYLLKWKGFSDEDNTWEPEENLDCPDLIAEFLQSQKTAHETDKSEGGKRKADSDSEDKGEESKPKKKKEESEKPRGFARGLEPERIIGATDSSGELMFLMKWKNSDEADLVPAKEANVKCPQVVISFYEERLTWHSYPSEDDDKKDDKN
#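 Compound inhibition of the preformed complex between 50 nM HP1-beta and 50 nM biotinylated H3K9me3 peptide was read by AlphaScreen. Buffer was PBS pH 7.4 with 0.01% Tween-20. Incubations ran 30 min at room temperature, with 10 ug/mL donor/acceptor beads.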
# Pin1 inh: human Pin1 inhibition; Pin1 FP peptide displacement, HiFluor488, 10 min; AID 504891; Potency, µM (series often up to 115 µM), for inactives: at the highest dose activity, negative = inhibition, actives largely listed as inhibitors; actives 0.009% (n = 390,000); active = well fitted inhibition curve with a large enough effect in the polarisation, with a control signal flat, not every such curve was filed as active; inconclusive = small, poorly fitted or top-dose-only effect, or effect the other way, or a change in a side signal; inactive = no such curve, though single readings can be large or run the other way; the % refers to the polarisation; note: potency is the fitted concentration of half-maximal effect; % is set by controls: 0 for no effect and ±100 for the full control effect
# Target sequence (Q13526 whole entry, looked up): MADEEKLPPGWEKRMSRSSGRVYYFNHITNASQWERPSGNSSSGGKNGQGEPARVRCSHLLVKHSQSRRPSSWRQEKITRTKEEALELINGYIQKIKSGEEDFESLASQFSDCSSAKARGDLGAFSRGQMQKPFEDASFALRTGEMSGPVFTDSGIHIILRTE
# Tb PGK inh: blocks T. brucei phosphoglycerate kinase. actives 0.043% (n = 380,000). Potency, µM (titrated, usually from 57.5 µM), inactives show top-dose activity change, negative = inhibition, actives largely listed as inhibitors. PGK/GAPDH coupled, Kinase-Glo luminescence, 60 min. P07378; note: potency is the fitted concentration of half-maximal effect; % is set by controls: 0 for no effect and ±100 for the full control effect; nearly all actives have a fitted effect of over 60% in size
#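 Luminescent ATP detection (Kinase-Glo Plus) follows a 60-minute room-temperature incubation, with wells lacking PGK as controls. Buffer: 100 mM TEA (pH 7.6), 5 mM MgCl2, 0.01% Tween-20. Coupling enzyme GAPDH (100 nM final) supplies unstable 1,3-BPG in-well.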
# PI4K2A block: blocks human PI4K2A kinase activity; Q9BTU6; purified PI4K2A, ADP-Glo luminescence, 1 h; stronger effect = lower value; activity change, negative = inhibition, % at 76.9 µM; actives 0.13% (n = 420,000); in the data active = activity change below about -50%; inconclusive = mostly about -30% to -49%;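 note: -100% = wells without enzyme as full effect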
#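 PI4K2A activity was measured by ADP-Glo luminescence: enzyme (4 ug/mL stock) and phosphatidylinositol (1.2 mM stock) in Tris pH 7.5/MgCl2/EGTA/Triton X-100 buffer were reacted with ATP (300 microM stock) for one hour at ambient temperature.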
# POLH inh: DNA polymerase eta (human) inhibition. recombinant Pol eta, fluorescent DNA replication assay. Potency, µM (series often up to 114 µM), without a hit: at the highest dose activity change, negative = inhibition, actives largely listed as inhibitors. AID 588591. actives 1.2% (n = 390,000). Q9Y253; note: potency is the fitted concentration of half-maximal effect; % is set by controls: 0 for no effect and ±100 for the full control effect
#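 Pol eta at 10 nM preincubated with compounds 15 min at room temperature; reaction started with fluorescent substrate (50 nM final) and read kinetically at 0 and 10 min.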
# BAZ2B block: blocks human BAZ2B. Q9UIF8. AlphaScreen BAZ2B-H3K14Ac peptide displacement. Potency, µM (titrated, usually from 114 µM), inactives show at the highest dose activity change, negative = inhibition, actives largely listed as inhibitors. actives 4.4% (n = 360,000). AID 504333; note: potency is the fitted concentration of half-maximal effect; % is set by controls: 0 for no effect and ±100 for the full control effect; nearly all actives have a fitted effect of over 60% in size
#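 BAZ2B 50 nM plus b-H3(5-23)K14Ac 50 nM, PBS pH 7.4/0.01% Tween-20, 30 min RT; compound added (max 110 uM), 30 min RT; streptavidin donor/Ni-chelate acceptor beads 10 ug/mL final, 20 min dark; AlphaScreen read.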
# JMJD2A Tudor inh: blocks the human JMJD2A Tudor domain | AID 504339 | actives 4.4% (n = 390,000) | O75164 | AlphaScreen JMJD2A-Tudor / H3K4me3 peptide binding | Potency, µM (highest dose often 114 µM), without a hit: top-dose activity change, negative = inhibition, most hits filed as inhibitors; note: potency is the fitted concentration of half-maximal effect; % is set by controls: 0 for no effect and ±100 for the full control effect; nearly all actives have a fitted effect of over 50% in size
# An asterisk follows results filed as active; i = inactive; ? = inconclusive; nt = not tested or not shown; & = joins results of further samples; [ ] = dose if it differs, or a comment. Unless noted, calls come from the whole dose curve; as a rule, active = well fitted curve in the direction sought with a large enough effect; inconclusive = small, poorly fitted or top-dose-only effect, or another doubt; inactive = no such curve, though single readings can be large; an effect the other way counts as inactive or inconclusive. This is a subset. The share of hits here may be higher or lower than overall.
SMILES,GLS inhibitor,G9a inh,HP1b chromo inh,Pin1 inh,Tb PGK inh,PI4K2A block,POLH inh,BAZ2B block,JMJD2A Tudor inh
Cc1cccc(Oc2ncnc3onc(C)c23)c1C,3%,33%,18%,-2%,-9%,-4,-13%,4%,8%
C=CCN1C(=O)C(CC(=O)Nc2ccc(OCC)cc2)N(Cc2ccccn2)C1=S (centres undefined),-8%,21%[59 µM],32%,-3%,-1%,3,-15%,-16%,-18%
CCC(C(=O)Nc1cc(F)ccc1F)n1nc(-c2cc(C)ccc2C)ccc1=O (centres undefined),4%,2%[59 µM],21%,-8%,-7%,-1,-9%,1%,-18%
Cc1ccc(CNC(=O)c2cc3cc(C)ccc3n2C)cc1,1%,?,27%,4%,7%,0,-17%,-6%,-5%
O=C(Cn1nc2sc3ccccc3n2c(=O)c1=O)c1cccs1,-7%,nt,32%,-5%,0%,6,-10%,0%,-8%
COc1ccc(NC(=O)c2ccc(OCC3CCCO3)cc2)cc1OC (centres undefined),-2%,?,48%[activator],-10%,-7%,-4,0%,-11%,3%
CC(C)(C)c1ccc(C(=O)NCC(c2ccc(Cl)cc2)N2CCOCC2)cc1 (centres undefined),-1%,-36%[59 µM],47%,8%,5%,2,?,?,-22%
COc1ccc(N2Cc3ccccc3C2=NC(=O)c2cncc(Br)c2)cc1,1%,32µM*,11%,3%,i,1,2%,-30%,?
O=C(CN(CCc1ccccc1)C(=O)CNS(=O)(=O)c1ccc(F)cc1)NCC1CCCO1 (centres undefined),1%,16%[2.33 µM],6%,2%,-3%,2,-3%,-5%,-11%
COc1ccc(CCN2CC(C(=O)OCC(=O)NCc3ccccc3Cl)CC2=O)cc1OC (centres undefined),-3%,nt,21%,-1%,-8%,7,-20%,nt,-14%
CCCC(=O)Nc1c(-c2ccccc2OC)c(=O)c2ccccc2n1C,4%,19%,21%,8%,i,-1,-22%,-1%,-5%
N#CCSc1ccccc1NC(=O)CN1C(=O)C(=O)N(Cc2ccccc2)C1=O,16%,nt,15%,?,9%,-2,-9%,nt,-5%
COc1ccc(C2C(C#N)=C(N)Oc3cc(O)ccc32)cc1C (centres undefined),8%,-19%,39%[activator],12%,i,1,-18%,-32%,-1%
Cc1ccc(CNC(=O)c2cnccn2)cc1,-5%,-42%[59 µM],28%,-3%,i,-1,-12%,-2%,-2%
CC(=O)NCc1ccc(C(=O)CSc2nnc(-c3ccncc3)n2Cc2ccccc2)o1,-19%,?,10%,?,0%,-10,20µM*,-31%,?
COCCNC(=S)N(Cc1cc2cc(C)ccc2n2nnnc12)C1CCCC1,-3%,-6%[59 µM],23%,1%,-1%,2,-10%,-5%,-1%
Cn1sccc1=O,27%,1.8µM*,42%[activator],-8%,-2%,-2,-10%,-11%,-20%
COc1ccc(/C=C/C(=O)OC(C)CN2CCOCC2)cc1 (centres undefined),23%,nt,9%,-1%,-5%,-1,5%,4%,-24%
O=C(CN1CCCCC1)N/N=C/c1cccc(C(F)(F)F)c1,8%,nt,2%,7%,9%,-1,-7%,nt,-18%
Cc1ccc(NC(=O)NCc2nc3ccccc3n2C)cc1,11%,-9%,24%,0%,-7%,-3,5%,1%,-17%
C=CCn1c(=O)c(C(C)=O)cn(N(C)c2ncc(C(F)(F)F)cc2Cl)c1=O,3%,18%,-3%,-1%,1%,-23,-2%,0%,-5%[57.1 µM]
Cc1[nH]c2ccc(C(=O)NCCCN3CCCCCC3)cc2c1C,-5%,?,13%,1%,-4%,-6,-16%,-34%,?
Cn1cccc1/C=N/n1c(-c2ccc(Cl)cc2Cl)n[nH]c1=S,-2%,?,-13%,?,-9%,-5,-13%,45µM*,79µM*
COc1ccc(C2(CNC(=O)C(=O)Nc3cccc(C(F)(F)F)c3)CCCC2)cc1OC,-5%,-43%[59 µM],27%,4%,4%,-3,-17%,-21%,-27%
CCC(=O)NC(c1cc(Cl)c2cccnc2c1O)C1CC1 (centres undefined),-7%,19%[12.7 µM],52%[activator],2%,-1%,1,-19%,32µM*,79µM*
COc1ccc(N(CC(=O)Nc2ccc(C)cn2)S(=O)(=O)c2c(C)nn(C)c2C)cc1,0%,-5%,43%,-2%,-5%,-4,-10%,11%,-11%
Nc1ccc2c(c1)C(=O)c1ccccc1-2,-15%,nt,?,0%,-2%,2,8%,nt,?
O=C(CSc1cn(CC(=O)N2CCCC2)c2ccccc12)Nc1ccc(Cl)cc1,14%,-24%[59 µM],31%,-7%,1%,-1,-9%,-12%,3%
O=C(Nc1ccccc1N1CCOCC1)C1CCCCN1S(=O)(=O)c1ccccc1 (centres undefined),-7%,-19%,44%[activator],5%,i,-1,-24%,-24%,-12%
Cc1cnc(NC(=O)CCCNC(=O)c2ccc(Cl)cc2)s1,-1%,9%[59 µM],11%,6%,-4%,-10,-6%,6%,-14%
Cc1ccc(S(=O)(=O)CC(=O)Nc2ccc(S(=O)(=O)Nc3onc(C)c3C)cc2)cc1,8%,1%[12.7 µM],19%,-1%,-5%[11.5 µM],-2,11%,2%,-12%
CCc1nnc(NC(=O)c2ccc(-c3ccc(Cl)cc3)o2)s1,1%,-33%[59 µM],22%,35%[activator],i,-6,?,-3%,-1%
Cc1ccc(C(=O)N2Cc3ccccc3CC2C(=O)O)cc1 (centres undefined),-2%,35µM*,25%,-1%,i,-2,11%,-26%,?
C[C@H](NC(=O)c1ccco1)C(=O)Nc1ccc(C#N)cc1,-2%,22%,-16%,-8%,-4%,-1,-14%,-13%,-11%
N#CC(C#N)=C1NC2(CCCC2)Cc2ccccc21,4%,19%[59 µM],26%,-6%,4%,5,-18%,-22%,-9%
CC1=Nc2cc(C(=O)N3CCCCC3)ccc2Sc2ccc(C)cc21,-13%&-18%,-1%[59 µM],-4%&16%,-3%&46%,1%&0%,-1&-9,1%&-15%,-30%&-20%,?
COc1ccc(-c2[nH]ncc2/C=N\NC(=O)c2ccc(Br)o2)cc1OC,6%,35%,11%,4%,-2%,-1,-6%,-32%,-21%
COc1ccc(N(Cc2cc3cc(OC)ccc3[nH]c2=O)C(=O)c2cccnc2)cc1,0%,5%,28%,2%,-1%,4,-19%,-19%,-5%
CCC(C)(C)NC(=O)C(c1cccc(OC)c1OC)N(C(=O)CCC(=O)Nc1cc(C)on1)c1ccc2c(c1)OCCO2 (centres undefined),5%,-18%,5%,1%,7%,0,-13%,-15%,-15%
Cc1ccc(S(=O)(=O)Nc2ccc3c(c2)C(=O)N([C@@H](C)CO)C[C@@H](C)[C@@H](CN(C)S(=O)(=O)c2ccccc2)OCCCC[C@H](C)O3)cc1,0%,nt,nt,nt,-3%,-2,-19%,nt,nt

# Entries from the list above containing bromine (two):
SMILES,GLS inhibitor,G9a inh,HP1b chromo inh,Pin1 inh,Tb PGK inh,PI4K2A block,POLH inh,BAZ2B block,JMJD2A Tudor inh
COc1ccc(N2Cc3ccccc3C2=NC(=O)c2cncc(Br)c2)cc1,1%,32µM*,11%,3%,i,1,2%,-30%,?
COc1ccc(-c2[nH]ncc2/C=N\NC(=O)c2ccc(Br)o2)cc1OC,6%,35%,11%,4%,-2%,-1,-6%,-32%,-21%

# Later entries:
SMILES,GLS inhibitor,G9a inh,HP1b chromo inh,Pin1 inh,Tb PGK inh,PI4K2A block,POLH inh,BAZ2B block,JMJD2A Tudor inh
CCOC(=O)c1noc2ncn(CC(=O)Nc3cccc(Cl)c3)c(=O)c12,4%,10%[59 µM],15%[57 µM],-7%,-6%,-2,-2%,-3%,-11%
Cc1ccc(S(=O)(=O)N2CCC(c3ccncc3)CC2)c(C)c1,-6%,-6%[59 µM],13%,-8%,4%,-3,-15%,-16%,-14%
CC(=O)Nc1ccc(NC(=O)CC2(CC(=O)N3CCOCC3)CCCC2)cc1,0%,-39%,13%,11%,-9%,-1,-10%,-3%,-3%
O=C(c1cccnc1Nc1ccccc1F)N1CCOCC1,8%,-8%,25%,2%,2%,-3,14%,4%,-1%
O=C(C1=C[C@@H](c2coc3ccccc3c2=O)C[C@@H](OCc2ccc(CO)cc2)O1)N1CCN(Cc2ccc3c(c2)OCO3)CC1,15%,9%[12.7 µM],1%,8%,0%,-9,-13%,-25%,?
COc1ccccc1NC(=O)Cn1cc(C(=O)C(=O)N2CCOCC2)c2ccccc21,-3%,23%[12.7 µM],19%,1%,i,-3,-7%,2%,-14%
COC(=O)c1cc(-c2ccccc2)on1,6%,12%[59 µM],40%,18%,-10%,6,-8%,7%,1%
C=CCn1c(C)cc(C(=O)CSc2nnc(Cc3ccccc3)o2)c1C,8%,?,-24%,0%,-3%,-2,-4%,?,?
Cc1[nH]c(=O)c(C#N)c2c1CSC(C)(C)C2,9%,nt,25%,0%,-7%,8,-3%,-3%,-1%
CCOC(=O)N1CCN(C2=Nc3cccc4cccc2c34)CC1,-6%,-37%[59 µM],-5%,?,-8%,0,5%,-1%,-13%
Cc1csc(SCC(=O)Nc2nnc(C)s2)n1,-26%,-3%[59 µM],-11%,-2%,i,3,0%,3%,-13%
Cc1ccc(C(=O)NC(=S)Nc2ccccc2N2CCOCC2)cc1C,-3%,22µM*,?,9%,-11%,0,-14%,?,?

# Bioassay records from PubChem.
